Screens (PubChem BioAssay)
GPT2 inhibitor = inhibitors of human GPT2 alanine aminotransferase; Potency, µM (titrated, usually from 57.7 µM), inactives show at the highest dose activity change, negative = inhibition, most hits filed as inhibitors; Recombinant GPT2, coupled pyruvate oxidase/HRP Amplex Red fluorescence; AID 1671188; 0.25% of 100,000 active; Q8TD30; further: potency means the concentration at half of the fitted maximal effect; nearly all actives have a fitted effect of over 60% in size; many of its hits are not listed in these tables
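GPT2 10ng/uL, a-KG 250uM, L-Ala 2mM, HEPES pH7.5 + 0.0001% Tween; 30 min RT. Then Amplex mix (PO/HRP/ThPP), 30 min RT dark, fluorescence. AOA 50uM used as positive control.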
3T3 cytotox = cytotoxic compounds in NIH 3T3 cells. NIH 3T3 viability, CellTiter-Glo ATP luminescence, 48-72 h. Potency, µM (highest dose often 96.7 µM), for the others: top-dose activity change, negative = cytotoxicity, most hits filed as inhibitors. 4.3% of 94,000 active; further: potency means the concentration at half of the fitted maximal effect; nearly all actives have a fitted effect of over 55% in size
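First NIH 3T3 cells are plated at 400 cells/well; next compound is pinned in; then plates incubate 48 or 72 hr at 37 °C; finally CellTiter-Glo is added and luminescence read after 10 min.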
Luciferase inh = blocks purified firefly luciferase enzyme activity; Potency, µM (highest dose often 115 µM), without a hit: at the highest dose activity change, negative = inhibition, usual class: inhibitors; P08659; purified P. pyralis luciferase, luminescence, biochemical; 2.5% of 76,000 active; further: potency means the concentration at half of the fitted maximal effect; nearly all actives have a fitted effect of over 65% in size
Target sequence (P08659 whole entry, looked up): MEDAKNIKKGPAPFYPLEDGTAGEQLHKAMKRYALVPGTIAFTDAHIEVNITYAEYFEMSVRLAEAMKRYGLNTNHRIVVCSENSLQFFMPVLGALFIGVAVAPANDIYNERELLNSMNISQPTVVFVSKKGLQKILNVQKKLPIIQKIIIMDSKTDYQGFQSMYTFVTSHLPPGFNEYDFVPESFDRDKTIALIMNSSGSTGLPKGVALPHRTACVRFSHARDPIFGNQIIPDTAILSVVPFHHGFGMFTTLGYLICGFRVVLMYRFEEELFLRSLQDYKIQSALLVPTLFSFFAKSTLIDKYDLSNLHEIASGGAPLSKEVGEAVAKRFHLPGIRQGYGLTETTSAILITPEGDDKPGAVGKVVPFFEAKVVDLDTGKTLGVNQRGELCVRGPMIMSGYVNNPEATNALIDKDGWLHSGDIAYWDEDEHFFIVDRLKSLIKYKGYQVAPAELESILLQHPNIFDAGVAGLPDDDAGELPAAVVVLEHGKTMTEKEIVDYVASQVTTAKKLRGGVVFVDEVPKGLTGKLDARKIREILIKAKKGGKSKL
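Cell-free enzyme assay, 10nM P. pyralis luciferase, luciferin and ATP each at 10uM. Inhibition profiled over a 6-point titration, read as luminescence.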
IP6K1 inhibitor = blocks human inositol hexakisphosphate kinase 1; Q92551; IP6K1 kinase, ADP-Glo luminescence, 2 h; hits give low values; activity change, % (series mostly up to about 58 µM); 0.81% of 140,000 active; in the data active means activity change below about -25%
Target sequence (Q92551 whole entry, looked up): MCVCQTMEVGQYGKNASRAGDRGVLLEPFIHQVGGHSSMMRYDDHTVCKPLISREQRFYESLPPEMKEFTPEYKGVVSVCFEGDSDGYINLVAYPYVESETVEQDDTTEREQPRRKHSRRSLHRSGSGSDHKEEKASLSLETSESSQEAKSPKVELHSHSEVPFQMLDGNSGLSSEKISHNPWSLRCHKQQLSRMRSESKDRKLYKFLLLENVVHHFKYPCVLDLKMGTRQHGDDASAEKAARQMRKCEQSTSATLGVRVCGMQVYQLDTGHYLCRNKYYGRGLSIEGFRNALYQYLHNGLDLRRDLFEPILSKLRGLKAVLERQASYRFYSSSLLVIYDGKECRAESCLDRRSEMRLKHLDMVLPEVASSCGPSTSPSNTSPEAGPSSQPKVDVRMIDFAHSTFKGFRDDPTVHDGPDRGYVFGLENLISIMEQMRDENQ
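ADP-Glo luminescence measures ADP made by human IP6K1 during a 2 h RT reaction with ATP/IP6 (mix at 1.3 mM/130 uM); top library doses 57.5 and 19.1 uM final.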
SNCA expr inhib = reduces expression of the alpha-synuclein gene; HEK-293 SNCA-luciferase knock-in, luminescence, 24 h; Potency, µM (highest dose often 57.2 µM), for inactives: at the highest dose activity change, negative = inhibition, actives largely listed as inhibitors; 0.17% of 140,000 active; AID 1671194;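 further: potency means the concentration at half of the fitted maximal effect; plate controls were DMSO cells for no effect and cell-free wells for full effect; nearly all actives have a fitted effect of over 45% in size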
HEK293 tox = kills HEK 293 cells. Potency, µM (doses to about 115 µM), for the others: at the highest dose activity change, negative = cytotoxicity, usual class: inhibitors. HEK 293 viability, ATP luminescence (CellTiter-Glo), 48-72 h. 6.6% of 94,000 active; further: potency means the concentration at half of the fitted maximal effect; nearly all actives have a fitted effect of over 60% in size
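Pintool-delivered compounds were incubated with HEK 293 cells (250 cells/well) at 37 degree Celsius for 48 or 72 hr. ATP-dependent luminescence (CellTiter-Glo) then reported remaining viable cells.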
SNCA viab count = reduces viability of HEK-293 SNCA reporter cells | HEK-293-SNCA-luc viability, GF-AFC fluorescence, 24 h | Potency, µM (top dose mostly 57.1 µM), without a hit: at the highest dose activity change, negative = cytotoxicity, hits mostly cytotoxic | 0.12% of 150,000 active | AID 1671193;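 further: potency means the concentration at half of the fitted maximal effect; 0% = DMSO-treated cells and -100% = medium-only wells without cells; nearly all actives have a fitted effect of over 30% in size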
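Cytotoxicity counterscreen: after 24 h compound treatment of genome-edited SNCA-luciferase HEK-293 cells, live-cell protease substrate GF-AFC read by fluorescence after 30 min; activity scaled between DMSO (0%) and medium-only (-100%), curves Hill-fitted.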
An asterisk follows results filed as active; [ ] = dose if it differs, or a comment. Unless noted, the call rests on the fitted dose curve; in most records, active means well fitted curve in the direction sought with a large enough effect; inconclusive means small, poorly fitted or top-dose-only effect, or another doubt; inactive means no such curve, though single readings can be large; an effect the other way counts as inactive or inconclusive. Unless noted, on the % scale 0 is the no-effect control and ±100 the full control effect.

`O[C@H]1[C@H](NCc2ccc(OC(F)(F)F)cc2)[C@H]2CO[C@H](O2)[C@@H]1N1CCOCC1` gave GPT2 inhibitor inconclusive, 3T3 cytotox inactive, Luciferase inh -5%[172 µM], IP6K1 inhibitor 5, SNCA expr inhib 12%[87.6 µM], HEK293 tox -3%[172 µM] and SNCA viab count 9%[87.6 µM].
Screening COCc1nnc2n1CCC(NC(=O)C1CC=CC1)CC2 (stereo not given) returned GPT2 inhibitor -2%, 3T3 cytotox -3%, Luciferase inh -11%, IP6K1 inhibitor 1, SNCA expr inhib -15%, HEK293 tox -7% and SNCA viab count 13%.
For Cc1cc(C(=O)N2CCCN(S(=O)(=O)c3ccccc3)CCC(=O)NCC2)n(C)n1 the results were GPT2 inhibitor -1%, 3T3 cytotox -16%, Luciferase inh 0%, IP6K1 inhibitor 2, SNCA expr inhib 26%, HEK293 tox inactive and SNCA viab count -9%.
COc1ccc(CN2C[C@H]3CN(Cc4ccc(NC(C)=O)cc4)CCN3C2=O)cc1 was read as GPT2 inhibitor inactive, 3T3 cytotox -28%[174 µM], Luciferase inh 1%[172 µM], IP6K1 inhibitor 8, SNCA expr inhib -20%[87.6 µM], HEK293 tox 89µM* and SNCA viab count -7%[87.6 µM].
Screening Cc1oc2c(c1C(=O)N1CCCCCC1)CN(Cc1cccc(F)c1)CC2 returned GPT2 inhibitor 1%, 3T3 cytotox inconclusive, Luciferase inh -19%, IP6K1 inhibitor -8, SNCA expr inhib 6%, HEK293 tox inconclusive and SNCA viab count -21%.
O=C(C1CCCN1C(=O)C1CCCC1)N1CCC(c2nc3ccncc3[nH]2)C1 (stereo not given) was read as GPT2 inhibitor -5%, 3T3 cytotox -19%, IP6K1 inhibitor 19, SNCA expr inhib 11%, HEK293 tox 2% and SNCA viab count 2%.
Screening Cc1ccc(N(Cc2cccs2)C(=O)Nc2cccc(Cl)c2)cc1 returned IP6K1 inhibitor -3, SNCA expr inhib 3% and SNCA viab count 7%.
COc1ccc(-c2cnc([C@@H]3COCCN3Cc3ccccc3)[nH]2)cc1 was read as GPT2 inhibitor inactive, 3T3 cytotox inconclusive, Luciferase inh 2%[172 µM], IP6K1 inhibitor -8, SNCA expr inhib -17%[87.6 µM], HEK293 tox inconclusive and SNCA viab count -6%[87.6 µM].
CCOc1ccccc1CN1CCC2(CCN(Cc3ccc(F)cc3)CC2)Oc2ccccc21 was read as GPT2 inhibitor inactive, 3T3 cytotox inconclusive, Luciferase inh 6%, IP6K1 inhibitor -6, SNCA expr inhib -15%, HEK293 tox -26% and SNCA viab count -19%.
COc1ccc(NC(=O)NC(C)c2c(-n3cccc3)sc(C)c2C)cc1OC (stereo not given) was read as IP6K1 inhibitor -4, SNCA expr inhib -18% and SNCA viab count -26%.
Cc1cc(C)cc(C(=O)NC2CCN(c3cc(-c4cccs4)[nH]n3)C2)c1 (stereo not given) was read as GPT2 inhibitor inconclusive, 3T3 cytotox inconclusive, Luciferase inh 9%, IP6K1 inhibitor -3, SNCA expr inhib inconclusive, HEK293 tox inconclusive and SNCA viab count -11%.
Cc1ccc(NC(=O)N2CC(C(=O)N(C)C)C3(CCOCC3)C2)c(C)c1 (stereo not given) was read as GPT2 inhibitor inactive, 3T3 cytotox -11%, Luciferase inh -4%, IP6K1 inhibitor 24, SNCA expr inhib -2%, HEK293 tox 1% and SNCA viab count -10%.
For COc1ccccc1N1CCN([C@@H]2[C@H](O)[C@H](CO)O[C@@H]2CN(C)C)CC1 the results were GPT2 inhibitor inactive, 3T3 cytotox inactive, Luciferase inh -9%, IP6K1 inhibitor -4, SNCA expr inhib 7%, HEK293 tox inactive and SNCA viab count 5%.
CCNC(=O)N1CC(Oc2ccc(-c3nc(C)no3)cc2)C1 was read as GPT2 inhibitor inactive, 3T3 cytotox -25%, Luciferase inh 5%, IP6K1 inhibitor -5, SNCA expr inhib 4%, HEK293 tox inconclusive and SNCA viab count -6%.
For COc1ccc(C(C)NC(=O)c2nnn3cc(C)[nH]c(=O)c23)cc1 (stereo not given) the results were GPT2 inhibitor -2%, 3T3 cytotox -23%, Luciferase inh -5%, IP6K1 inhibitor -6, SNCA expr inhib 8%, HEK293 tox 6% and SNCA viab count 4%.
`CC(C)CCNc1nc(Nc2ccccc2)c2cnn(C)c2n1` gave IP6K1 inhibitor 10, SNCA expr inhib inconclusive and SNCA viab count inconclusive.
For Cc1cnc(-c2ccncc2)n1C1CCN(C(=O)CCCc2ccccc2)C1 (stereo not given) the results were GPT2 inhibitor inactive, 3T3 cytotox -29%, IP6K1 inhibitor 0, SNCA expr inhib 7%, HEK293 tox -14% and SNCA viab count 7%.
`COC(=O)CSc1ccc2nnc(CCNS(=O)(=O)c3ccc(C)cc3)n2n1` gave IP6K1 inhibitor 4, SNCA expr inhib -24% and SNCA viab count 11%.
Screening O=C(c1ccc(C2CCCNC2)cc1)N1CCC(Oc2cccc(F)c2)CC1 (stereo not given) returned GPT2 inhibitor inconclusive, 3T3 cytotox 40µM*, Luciferase inh 1%, IP6K1 inhibitor 30, SNCA expr inhib 2%, HEK293 tox 28µM* and SNCA viab count inconclusive.
Screening Cc1ccc(C)c(NC(=O)Cn2c(=O)n(-c3ccc(F)cc3)c(=O)c3c2cc(C)n3C)c1 returned GPT2 inhibitor -3%, 3T3 cytotox -2%, Luciferase inh -1%, IP6K1 inhibitor 15, SNCA expr inhib -3%, HEK293 tox inconclusive and SNCA viab count -16%.
Screening COc1cccc(-n2c(-c3ccccc3F)nc3c(cnn3-c3ccc(C)cc3)c2=O)c1 returned IP6K1 inhibitor -16, SNCA expr inhib -3% and SNCA viab count 8%.
For C[C@@H](NC(=O)C1=C[C@@H](NC(=O)Nc2cccc(F)c2)[C@@H](O)[C@H](O)C1)C(N)=O the results were GPT2 inhibitor 4%[88.5 µM], 3T3 cytotox 4%[174 µM], Luciferase inh -7%[172 µM], IP6K1 inhibitor 6, SNCA expr inhib 42%[activator][87.6 µM], HEK293 tox -15%[172 µM] and SNCA viab count 0%[87.6 µM].
For COc1ccc(-c2nn(C)c3sc(C(=O)Nc4cccc(F)c4)cc23)cc1OC the results were IP6K1 inhibitor 5, SNCA expr inhib -3% and SNCA viab count -4%.
Screening COc1ccccc1CNC(=O)C[C@@H]1[C@H](O)CCC2[C@](C)(CO)[C@H](OC(=O)NC3CCCCC3)CC[C@]21C (stereo not given in full) returned GPT2 inhibitor -1%, 3T3 cytotox inconclusive, Luciferase inh 0%, IP6K1 inhibitor -4, SNCA expr inhib -11%, HEK293 tox inconclusive and SNCA viab count -3%.
CN(C)CCC(=O)N1Cc2ccccc2CC2(CCCCN2C)C1 (stereo not given) was read as GPT2 inhibitor -10%, 3T3 cytotox inconclusive, IP6K1 inhibitor 1, SNCA expr inhib 13%, HEK293 tox inconclusive and SNCA viab count -17%.
Screening CCC(C)NC(=O)N1CC(n2cc(C(=O)NCC3CC3)nn2)C1 (stereo not given) returned GPT2 inhibitor inactive, 3T3 cytotox -8%, Luciferase inh -8%, IP6K1 inhibitor 6, SNCA expr inhib 16%, HEK293 tox -8% and SNCA viab count inconclusive.
O=C(NCc1cccc(C(F)(F)F)c1)c1ccc2oc(-c3ccncc3)nc2c1 was read as GPT2 inhibitor inactive, 3T3 cytotox -16%, IP6K1 inhibitor -11, SNCA expr inhib -1%, HEK293 tox inconclusive and SNCA viab count 13%.
C[C@@H]1C(=O)O[C@H]2[C@H]1CC[C@@]1(C)Cc3sc(NC(=O)c4c(F)cccc4F)nc3[C@@H](C)[C@H]21 was read as GPT2 inhibitor -5%, 3T3 cytotox -29%, Luciferase inh 2.2µM*, IP6K1 inhibitor -12, SNCA expr inhib 17%, HEK293 tox inconclusive and SNCA viab count 15%.
CC[C@H]1CN(S(=O)(=O)c2ccc(OC)cc2)CC[C@H]1CC(=O)N(C)CC#N was read as GPT2 inhibitor inconclusive, 3T3 cytotox inconclusive, Luciferase inh 1%[172 µM], IP6K1 inhibitor 2, SNCA expr inhib 16%[87.6 µM], HEK293 tox -2%[172 µM] and SNCA viab count inconclusive.
Screening COc1ccc(-c2ccc3c(n2)CN(Cc2ccccc2)C(=O)CO3)cc1F returned GPT2 inhibitor -16%[88.5 µM], 3T3 cytotox 79µM*, Luciferase inh -7%[172 µM], IP6K1 inhibitor -7, SNCA expr inhib 7%[87.6 µM], HEK293 tox 79µM* and SNCA viab count -16%[87.6 µM].
CC(C)CCN1C(=O)CC[C@H]2CN(C(=O)Cc3c[nH]c(=O)[nH]c3=O)CC[C@H]21 was read as GPT2 inhibitor -2%[11.5 µM], 3T3 cytotox 0%, Luciferase inh -4%, IP6K1 inhibitor -9, SNCA expr inhib -21%, HEK293 tox 0% and SNCA viab count -6%.
For CCc1nc(-c2c3n(c(=O)n(Cc4ccc(OC(F)(F)F)cc4)c2=O)CCCC3)no1 the results were GPT2 inhibitor inconclusive, 3T3 cytotox inconclusive, Luciferase inh 0%, IP6K1 inhibitor 7, SNCA expr inhib 6%, HEK293 tox -18% and SNCA viab count 7%.
`CN(C(=O)Cc1ccc(F)cc1)C1CCc2ccccc21` (stereo not given) gave GPT2 inhibitor inactive, 3T3 cytotox inconclusive, Luciferase inh -6%[172 µM], IP6K1 inhibitor -9, SNCA expr inhib inconclusive, HEK293 tox inconclusive and SNCA viab count -21%[87.6 µM].
`O=C(Cn1ccccc1=O)N1CCC(N2CCSCC2)CC1` gave GPT2 inhibitor -7%, 3T3 cytotox inactive, Luciferase inh -1%, IP6K1 inhibitor 2, SNCA expr inhib 6%, HEK293 tox inconclusive and SNCA viab count -8%.

Looked up by compound from the list above, 4 records:
O=C(NCc1cccc(C(F)(F)F)c1)c1ccc2oc(-c3ccncc3)nc2c1 was read as GPT2 inhibitor inactive, 3T3 cytotox -16%, IP6K1 inhibitor -11, SNCA expr inhib -1%, HEK293 tox inconclusive and SNCA viab count 13%.
`O=C(Cn1ccccc1=O)N1CCC(N2CCSCC2)CC1` gave GPT2 inhibitor -7%, 3T3 cytotox inactive, Luciferase inh -1%, IP6K1 inhibitor 2, SNCA expr inhib 6%, HEK293 tox inconclusive and SNCA viab count -8%.
C[C@@H]1C(=O)O[C@H]2[C@H]1CC[C@@]1(C)Cc3sc(NC(=O)c4c(F)cccc4F)nc3[C@@H](C)[C@H]21 was read as GPT2 inhibitor -5%, 3T3 cytotox -29%, Luciferase inh 2.2µM*, IP6K1 inhibitor -12, SNCA expr inhib 17%, HEK293 tox inconclusive and SNCA viab count 15%.
`CN(C(=O)Cc1ccc(F)cc1)C1CCc2ccccc21` (stereo not given) gave GPT2 inhibitor inactive, 3T3 cytotox inconclusive, Luciferase inh -6%[172 µM], IP6K1 inhibitor -9, SNCA expr inhib inconclusive, HEK293 tox inconclusive and SNCA viab count -21%[87.6 µM].

A portion of the library; the hit share may differ from the screen's.
